Screens: PubChem, several laboratories
Hck Nef HTS – inhibitors of human Hck kinase activated by Nef | inhibition, % at 20 µM | Recombinant Hck-YEEI plus Nef, Z-Lyte FRET kinase assay | actives 0.68% (n = 220,000) | P08631;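 active = Hck-Nef kinase inhibition above about 50%, limit read from the data; inactive = inhibition below that limit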;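 note: 0% = DMSO with Hck plus Nef and 100% = Hck alone without Nef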
EP2 mod – modulators of human EP2 prostaglandin E2 receptor; P43116; induction, % at 25 µM; actives 0.83% (n = 260,000); EP2-expressing cells, cAMP HTRF FRET, PGE2 co-stimulation;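 active = compounds whose cAMP rise, as percent of the full-agonist control response, exceeds 60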;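 note: rat C6 glioma line stably carrying human EP2 under a CMV promoter; the protocol text gives 20 µM as final concentration; 100% = response of wells given 1 µM PGE2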
Runt-SMMHC FRET – Runt domain-CBFb-SMMHC interaction inhibition. Cerulean-Runt/Venus-CBFb-SMMHC FRET ratio 530/480, 1 h. inhibition, % at 20 µM. actives 0.74% (n = 220,000). AID 1434;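 active = mean inhibition across duplicate retests at 20 µM reaching about 50%, limit read from the data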;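 note: 0% = DMSO wells and 100% = wells with excess untagged CBFb-SMMHC; inhibitors lower the FRET ratio by blocking Runt binding to CBFb-SMMHC; some results filed as inactive read as strong as hits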
RBBP9 inhibitor – human RBBP9 hydrolase inhibition; O75884; recombinant RBBP9, FP-Rh probe fluorescence polarization; inhibition, % at 7.94 µM; actives 0.2% (n = 220,000); AID 1515;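 active = inhibition above the campaign mean of all tested compounds plus 3 SD, cut at about 14% in these data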;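 note: plate controls were DMSO wells with RBBP9 for no effect and wells lacking RBBP9 protein for full effect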
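System: RBBP9 protein / Buffer or medium: Tris/NaCl buffer pH 8.0 with 0.1% Pluronic / Probe or stimulus: Serine-hydrolase probe FP-Rh, 375 nM pre-mixing / Dosing: 7.94 µM single dose, 0.794% DMSO / Times: enzyme-compound preincubation 30 min, then probe labeling 45 min, 25 °C / Technique: fluorescence polarization (mP), excitation 525 nm, emission 598 nm / Replication: singlicate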
TNF necrop inh – blocks TNF-alpha induced death of Jurkat FADD-/- cells. Jurkat FADD-/- TNF necroptosis rescue, ATP luminescence, 24 h; 0 = TNF only, 100 = no-TNF cells. AID 463075. actives 0.068% (n = 220,000). activation (protection from cell death), % at 10 µM;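 active = activation, meaning protection from cell death, of at least 50% relative to plate controls; inactive = activation below 50%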;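 note: necroptosis triggered by 40 ng/mL TNF-alpha added together with compound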
Runt-CBFb FRET – blocks binding of human RUNX1 Runt domain to CBFb; Q01196+Q13951; Cerulean-Runt/Venus-CBFb FRET ratio 530/480, 1 h; inhibition, % at 20 µM; actives 0.46% (n = 220,000);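 active = inhibition over about 50% at 20 µM in the single-dose screen, limit read from the data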;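 note: 0% = DMSO wells and 100% = excess unlabeled CBFb competitor control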
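Reagent – Venus-CBFb binding partner, 100 nM · Assay system – Cerulean-tagged RUNX1 Runt domain (FRET donor) fusion protein · Input – 100 nM per protein · Incubation – two 1 h room-temperature incubations shielded from light · Measured by – FRET fluorescence · Medium – Tris buffer pH 7.5 with salts and BSA · Benchmarks – unlabeled CBFb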
zVAD death inh – blocks zVAD induced death of L929 cells; L929 zVAD necroptosis rescue, ATP luminescence, 24 h; with zVAD 60 µM; viability rescue, % at 10 µM; actives 0.38% (n = 220,000); AID 1377;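 active = activation, scaled between plate controls, above about 75%, limit read from the data; inactive = activation under that limit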;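 note: 0% = zVAD with DMSO and 100% = DMSO alone without zVAD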
PERK inhibitor – inhibitors of human PERK kinase | actives 0.17% (n = 220,000) | inhibition, % at 5.6 µM | Q9NZJ5 | CHO PERK-DD fusion, SEAP luminescence translation reporter | AID 1416;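 active = inhibition above the mean inhibition of all tested compounds plus 3 SD, set separately per screening campaign, cut at about 2.9% in these data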;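 note: PERK kinase domain activated by AP20187 dimerizer at 100 nM; 0% = DMSO with dimerizer and 100% = rapamycin at 8.4 µM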
Target sequence (Q9NZJ5 whole entry, looked up, the tested form may be a part): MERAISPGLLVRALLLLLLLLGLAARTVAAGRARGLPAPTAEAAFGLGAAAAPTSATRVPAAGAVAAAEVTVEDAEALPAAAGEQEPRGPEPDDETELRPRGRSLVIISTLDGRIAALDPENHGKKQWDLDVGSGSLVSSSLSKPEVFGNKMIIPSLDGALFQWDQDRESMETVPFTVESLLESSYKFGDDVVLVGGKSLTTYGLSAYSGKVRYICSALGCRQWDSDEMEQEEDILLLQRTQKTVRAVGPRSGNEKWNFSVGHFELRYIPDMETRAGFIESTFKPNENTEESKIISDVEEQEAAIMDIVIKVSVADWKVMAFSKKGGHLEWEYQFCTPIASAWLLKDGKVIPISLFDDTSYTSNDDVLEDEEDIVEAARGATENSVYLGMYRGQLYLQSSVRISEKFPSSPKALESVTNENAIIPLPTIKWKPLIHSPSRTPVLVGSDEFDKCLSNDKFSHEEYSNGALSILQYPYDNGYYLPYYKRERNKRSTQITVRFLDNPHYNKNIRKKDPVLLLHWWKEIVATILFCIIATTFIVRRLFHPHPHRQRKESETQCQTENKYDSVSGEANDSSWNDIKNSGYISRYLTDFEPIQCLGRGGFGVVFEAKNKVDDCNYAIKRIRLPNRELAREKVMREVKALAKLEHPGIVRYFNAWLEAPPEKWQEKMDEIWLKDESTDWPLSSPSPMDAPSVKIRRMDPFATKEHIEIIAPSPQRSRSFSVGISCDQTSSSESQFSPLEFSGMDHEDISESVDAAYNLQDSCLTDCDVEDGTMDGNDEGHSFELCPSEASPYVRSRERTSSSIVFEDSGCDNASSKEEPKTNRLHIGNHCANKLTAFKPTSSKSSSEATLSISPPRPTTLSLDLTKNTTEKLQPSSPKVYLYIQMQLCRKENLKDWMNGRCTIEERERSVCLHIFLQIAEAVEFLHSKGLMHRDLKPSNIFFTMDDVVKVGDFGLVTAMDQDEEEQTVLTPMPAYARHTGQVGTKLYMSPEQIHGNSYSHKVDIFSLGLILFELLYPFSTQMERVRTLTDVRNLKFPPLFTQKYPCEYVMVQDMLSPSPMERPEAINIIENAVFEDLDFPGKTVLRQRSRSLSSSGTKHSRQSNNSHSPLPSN
EP2 antag – blocks the human prostaglandin E2 receptor EP2. P43116. inhibition, % at 25 µM. C6 glioma cells expressing human EP2, cAMP TR-FRET; cells stimulated with saturating PGE2. actives 0.52% (n = 260,000);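 active = percent inhibition above 40 after rounding to a whole number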;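 note: rat C6 glioma host cells with rolipram phosphodiesterase inhibitor present; the protocol text gives 20 µM as final concentration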
Numbers without * were called inactive; . = not tested or not shown; & = joins results of further samples. Only part of the results is shown (hit frequency here may not be typical).

SMILES	Hck Nef HTS	EP2 mod	Runt-SMMHC FRET	RBBP9 inhibitor	TNF necrop inh	Runt-CBFb FRET	zVAD death inh	PERK inhibitor	EP2 antag
O=S(=O)(NCc1cccnc1)c1ccccc1	-2	28	2	-4	0.0	2	-0.3	-0.5	5
Cc1nn(Cc2ccc(C(=O)Nc3nccs3)cc2)c(C)c1Cl	2	-24	2	-7	8.6	-2	53	-0.7	.
COc1ccc(Cl)cc1N(CC(=O)N(C)C)S(=O)(=O)c1ccc(C)c([N+](=O)[O-])c1	7	-15	-2	-1	-0.3	-1	-1.8	-0.2	7
Cc1ccc2nc(N(CCN(C)C)C(=O)c3cc(Cl)sc3Cl)sc2c1	0	13	-1	-8	2.6	0	0.5	0.0	5
COc1cc(OC)c(NC(=O)c2cccc(F)c2)cc1Cl	3	-1	0	1	3.1	0	1.1	0.3	5
N#CC(C#N)=Cc1ccccc1OCc1ccccc1	30	-9	1	-2	-12	2	0.4	0.1	13
CN(C)CCNC(=O)C(=O)C1C(=O)Nc2ccccc21 (stereo not given)	11	-2	-2	-9	-0.4	0	3.7	0.0	2
Clc1ccc2noc(-c3ccccc3)c2c1	-16	19	8	7	-1.6	13	-0.5	1.9	.
CSc1nc2c(c(=O)[nH]1)C(c1ccc(Cl)cc1)CC(=O)N2 (stereo not given)	15	6	2	-7	0.1	0	0.9	1.2	7
CN(C)c1ccc(C2C3=C(CCCC3=O)OC3=C2C(=O)CCC3)cc1	1	24&-16	12	2	-1.9	13	-0.2	-0.2	14&8
Cc1cc(C)c(C(=O)Cn2nc(C)c([N+](=O)[O-])c2C)cc1C	27	30	0	-5	1.0	-2	1.8	0.1	5
CCOC(=O)c1cc(-c2nnc(SCC(=O)Nc3ccc(F)cc3)o2)c(C)nc1C	3	22	-46	-5	3.3	2	5.9	0.3	7

Entries of single compounds as entered above. Screens in order: Hck Nef HTS | EP2 mod | Runt-SMMHC FRET | RBBP9 inhibitor | TNF necrop inh | Runt-CBFb FRET | zVAD death inh | PERK inhibitor | EP2 antag
CN(C)c1ccc(C2C3=C(CCCC3=O)OC3=C2C(=O)CCC3)cc1 across the screens: 1 | 24&-16 | 12 | 2 | -1.9 | 13 | -0.2 | -0.2 | 14&8
Cc1ccc2nc(N(CCN(C)C)C(=O)c3cc(Cl)sc3Cl)sc2c1 across the screens: 0 | 13 | -1 | -8 | 2.6 | 0 | 0.5 | 0.0 | 5
O=S(=O)(NCc1cccnc1)c1ccccc1 across the screens: -2 | 28 | 2 | -4 | 0.0 | 2 | -0.3 | -0.5 | 5

Remaining list, next part
SMILES	Hck Nef HTS	EP2 mod	Runt-SMMHC FRET	RBBP9 inhibitor	TNF necrop inh	Runt-CBFb FRET	zVAD death inh	PERK inhibitor	EP2 antag
COC(=O)C1CSC(C(=O)OC)N1C(=O)Nc1ccccc1 (stereo not given)	1	23	3	-9	-1.3	2	-0.4	1.3	13
N#Cc1ccc(/C=N/NC(=S)Nc2ccc(S(=O)(=O)N3CCOCC3)cc2)cc1	24	-18	1	0	-0.9	3	0.7	0.1	4
O=C(Cn1cc2c(n1)CCCC2)Nc1ccccc1Br	1	-10	-2	0	3.9	1	0.3	1.1	9
CCCC(=O)Nc1ccc(NC(=O)c2ccccc2Cl)nc1	1	3&-32	-3	-6	-1.6	-1	5.2	-1.1	11&11
COc1ccc(Nc2cc(C)nc3ncnn23)c(OC)c1	1	35	-5	-4	-2.1	3	0.6	1.4	5
COc1ccccc1N1CCN(C(c2cccs2)C(C)NC(=O)c2cccs2)CC1 (stereo not given)	4	-9	2	0	-0.2	-4	0.4	-1.4	4
COCCCNC(=O)c1cccc2c(=O)c(C)c(-c3ccccc3)oc12	2	5	-4	2	1.4	1	0.8	0.1	8
Cc1ccc(OCC(=O)Nc2ccc(S(=O)(=O)Nc3ccccn3)cc2)c(C)c1	1	-8&-2	-1	-7	2.1	-9	3.3	0.2	10&8
COc1cc(/C=C/C(=O)OCC(=O)NCC2CCCO2)ccc1OCC#N (stereo not given)	-1	-9	-1	-10	0.1	-2	.	-0.1	8
CCNC(=O)C(C)Oc1ccc(Cl)cc1Cl (stereo not given)	8	-4	-4	2	-0.1	-1	1.2	1.2	5
CCCc1[nH]nc2c1C(c1ccc(OCCN3CCOCC3)c(OC)c1)C(C#N)=C(N)O2 (stereo not given)	1	19	-2	0	-3.5	-3	2.3	1.5	8
NNC(=O)CCN(Cc1ccco1)S(=O)(=O)c1ccc(Cl)cc1	10	-2	0	-9	0.2	0	0.7	1.2	5
CC1=CCC(C(=O)O)C(C(=O)Nc2nc3ccc(S(C)(=O)=O)cc3s2)C1 (stereo not given)	8	-36&32	-9	-7	0.2	-4	-0.2	0.4	6&5
NS(=O)(=O)c1ccc(NNC(=O)c2ccc(F)cc2F)cc1	21	4	-1	5	0.8	2	0.2	0.2	4
COc1ccc(-c2ccc(-c3noc(C4CCCCC4)n3)c(OC)n2)cc1	1	25	5	-4	2.0	0	0.0	0.7	.
O=C1C(C2=NC(C(=O)O)C3C(=O)N(c4ccc(Cl)cc4)C(=O)C23)=C(O)c2ccccc21 (stereo not given)	0	9	-2	-6	-0.9	-1	3.6	1.3	5
O=C(c1cnn2c(C(F)(F)F)cc(-c3ccco3)nc12)N1CCCc2ccccc21	1	29	-4	-3	0.8	0	1.9	0.5	9
C=CCCC(=O)Nc1nc(C)c(-c2csc(Nc3ccccc3OC)n2)s1	-1	10	2	5	-16	9	12	-1.3	9
Cc1cc(=O)oc2c1ccc1oc(/C(=N/O)c3ccccc3)c(C)c12	1	-33	-3	-1	-3.8	1	-0.4	-0.2	2
CS(=O)(=O)N(CC(=O)NCCc1ccccc1)C1CCCCC1	2	-7	-3	-2	-0.1	1	-0.6	0.5	5
N#CCc1c(C#N)c(N)nc(N2CCN(c3ccc(F)cc3)CC2)c1C#N	-11	-6	-6	-8	-3.1	2	-0.9	-1.0	10
CC(C)NS(=O)(=O)c1ccc(CCC(=O)N2CCc3ccccc3C2)cc1	23	9	3	11	0.3	.	1.2	1.1	2
CC1CCCC(C)N1C(=O)c1cc2ncc(CCCl)cn2n1 (stereo not given)	1	29	-6	-3	1.3	-1	1.1	0.7	7
Nc1ccc(SCCN2C(=O)c3ccccc3C2=O)cc1	2	6	-1	-3	-7.4	-2	-0.5	0.8	4
COc1ccc(C2OCC3(O)C(c4ccc(OC)c(OC)c4)OCC23)cc1OC (stereo not given)	35	0	-3	.	-0.9	1	0.2	.	10
CCCn1c(SCc2ccc(Cl)cc2)nc2c1c(=O)[nH]c(=O)n2C	1	48	0	-8	-5.0	-1	-0.5	0.2	4
Cc1ccc(/C(O)=C/c2nc3cc(C)ccc3oc2=O)cc1	-13	-5	-14	2	4.9	12	2.0	0.2	8
O=C(Nc1nnc(SCc2c(Cl)cccc2Cl)s1)C1CC(=O)N(c2ccc3c(c2)OCCO3)C1 (stereo not given)	21	-9	-5	7	0.7	1	1.9	1.1	9
Cc1ccc(NCc2nnc(SCC(=O)c3ccccc3)o2)c(C)c1	-1	5	3	-16	-4.1	-4	-0.3	-0.7	9
CC1CN(C(=O)C(C)N2C(=O)c3ccccc3C2=O)CC(C)O1 (stereo not given)	-5	15	-2	0	2.2	1	1.6	1.1	7
COC(=O)c1nc(N)sc1C(C)C	-1	11	-1	-2	0.2	0	1.6	-0.3	5
Cc1cccc(C(=O)NNS(=O)(=O)c2ccccc2)c1O	21	3	-2	4	1.4	0	1.7	0.4	6
O=C(NNC(=S)Nc1ccc(F)cc1)C1[C@H]2CCCC[C@@H]12 (stereo not given in full)	11	7	-3	-3	2.3	1	0.2	1.8	8
CCOC(=O)c1c(-c2ccc(C)cc2)csc1NC(=O)/C(C#N)=C/c1ccc(O)c(OC)c1	7	36	-105	4	1.8	-152	0.0	0.8	7
COc1ccccc1OCCNC(=O)/C=C/c1ccc([N+](=O)[O-])cc1	4	-66	4	-2	0.4	0	0.6	0.0	8
Cc1cc(C(=O)CN2C(=O)NC(c3ccccc3)(c3ccccc3)C2=O)c(C)n1Cc1ccco1	2	28	5	-15	-4.3	3	0.8	-0.8	14
CCc1nnc(NC(=O)CSc2nnc3scc(-c4ccc(C)cc4)n23)s1	0	.	.	2	-0.4	.	-0.1	0.7	7
CC12CCC(C(=O)N(CSC(=S)N/N=C\c3ccccc3O)C1=O)C2(C)C (stereo not given)	4	16	-17	-4	-6.2	-6	-0.5	-0.5	10
COc1ccc(OC)c(CNC(=O)COc2cc(=O)n(C)c3ccccc23)c1	2	.	.	-1	-2.0	.	0.3	-1.4	7
O=c1c2cc(Br)ccc2nc(-c2cccc(C(F)(F)F)c2)n1O	0	26	-4	-2	-6.2	.	0.2	1.5	15
CN1CC(=O)N(CC(=O)Nc2ccc(SC(F)F)cc2)C1=O	19	-9	-4	-3	-0.7	0	0.7	1.1	7
O=C(CSc1nnc(CN2CCOCC2)n1-c1ccc(Cl)cc1)Nc1cc(Cl)ccc1O	0	-4	0	-15	-0.8	0	-0.5	-1.1	13
O=C(c1ccco1)N1CCC(c2nc(-c3ccccc3Cl)no2)CC1	1	-5	-2	-4	-0.8	2	0.3	0.4	4
Cc1cc(C(=O)NNS(=O)(=O)c2ccc(F)cc2)nn1C(C)(C)C	-1	-3	-1	-1	1.6	1	-0.2	0.3	12
Brc1ccc(OCc2nc(-c3ccccn3)n[nH]2)cc1	1	-5	0	-6	-0.3	0	-1.1	0.8	17
O=C(CSc1nc2ccccc2[nH]1)c1cccs1	-5	-7	0	-3	1.8	1	2.5	0.8	16
O=C(NCc1ccco1)c1ccccc1NS(=O)(=O)c1cccs1	1	11	-3	-4	-1.9	3	-0.2	0.8	4
COc1ccc2c(c1)C(c1ccc([N+](=O)[O-])cc1)=NNC(c1ccco1)=N2	-1	4	-4	4	2.5	-2	0.2	-0.6	14
O=c1/c(=C\c2cccn2-c2ccccc2)sc2nc3ccccc3n12	9	-8	-21	-5	7.0	-3	1.6	1.2	6
Cc1cc(C)cc(OCC(=O)Nc2ccc(S(=O)(=O)Nc3ccccn3)cc2)c1	14	31	-2	-2	0.8	-3	-0.6	0.9	7
O=C(Cc1ccc(-c2ccccc2)cc1)NC(c1ccccc1)c1ccccc1	2	40	-18	-1	3.0	0	1.1	0.4	18
Cc1cc2cc3c(cc2nc1SCC(=O)N1CCN(C(=O)c2ccco2)CC1)OCO3	0	-85	-3	-6	-1.1	0	0.1	-0.7	9&9
O=C(CSc1nnnn1C1CCCC1)Nc1ccccc1F	-2	-31	-1	1	5.6	2	0.2	-0.5	2
Cc1ccc(S(=O)(=O)N(C)c2ccc(OCC(=O)Nc3nc4ccccc4s3)cc2)cc1	0	-51	4	-22	3.1	1	0.8	-0.9	10
COc1cccc(NC(=O)Cn2nnc(C(=O)Nc3ccccc3)c2N)c1	2	-15	-44	-11	1.2	-1	4.5	1.2	6
